Screening data: PubChem, several laboratories
MC4R ag barr: MC4R agonists recruiting beta-arrestin, primary screen, cell-based, luminescence, agonist arm of biased-ligand search | U2OS MC4R beta-arrestin complementation; percent of melanotan II response, DMSO zero | activation, % at 8.9 µM | 360,000 compounds, 0.98% hits;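 active means activation above a per-plate cutoff, the mean activation of sample wells on that plate plus 3 SD, cut at about 8% in these data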
m5-HT2A agonist: mouse Htr2a agonists via beta-arrestin recruitment, primary screen, cell-based, luminescence; 360,000 compounds, 0.66% hits; CHO-K1 mHTR2A beta-arrestin complementation; percent of 30 µM serotonin response; activation, % at 7.6 µM; 5-hydroxytryptamine receptor 2A (Mus musculus), P35363; AID 624169, 2012;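 active means activation above a run cutoff, the mean activation of all tested compounds plus 3 SD, cut at about 14% in these data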;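 further: 0% = plate median of compound wells and 100% = 30 µM serotonin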
MC4R antagonist: MC4R antagonists of cAMP signaling, primary screen, cell-based, TR-FRET, antagonist arm of biased-ligand search; Melanocortin receptor 4 (Homo sapiens), P32245; MC4R-expressing cells, MTII-stimulated cAMP, LANCE TR-FRET; inhibition, % at 6.5 µM; 360,000 compounds, 0.48% hits;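 active means inhibition above its plate's cutoff, the mean of tested wells on that plate plus 3 SD, cut at about 29% in these data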;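 further: 0% = Melanotan II alone and 100% = Melanotan II plus saturating MCL0020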
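system = U2OS cells with stable human MC4R expression | also added = Melanotan II challenge after compound preincubation | dosing = one concentration, 6.5 µM nominal | incubation = compound 30 min, challenge 1 h, detection 1 h | measured by = TR-FRET with Eu-cAMP and labeled anti-cAMP, 671 nm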
Cardio protect: cardioprotection against H2O2-induced cell death, primary screen, uHTS, H9c2 cells, ATPLite luminescence; H9c2 cardiomyocytes, H2O2 injury protection, 2 h; protection from H2O2 cell death, % at 20 µM; 360,000 compounds, 0.63% hits; AID 588492, 2011;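 active means compounds giving at least 50% protection of heart cells from peroxide-induced death in the single-dose screen, raw or plate-pattern-corrected value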;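 further: 0% = DMSO wells with peroxide and 100% = DMSO wells without peroxide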
N-glyco inh: increase of ERlucT glycosylation luciferase signal, primary screen, N-linked glycosylation inhibitor project, D54 ERlucT cells, luminescence, set 2; D54 ERlucT glycosylation luciferase reporter, 24 h; percent of 100 nM tunicamycin response; reporter increase, % at 12.5 µM; 360,000 compounds, 0.23% hits; AID 588692, 2011;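 active means mean luciferase reporter signal, scaled so untreated is 0 and the glycosylation-blocking control 100, at or above a set limit in every replicate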;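 further: luciferase carries N-glycosylation sites so blocking glycosylation raises the light; 0% = median of neutral control wells and 100% = median of 100 nM tunicamycin wells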
iPSC survival up: enhancers of single-cell hiPSC survival, primary screen, ATPlite luminescence | 360,000 compounds, 0.044% hits | survival enhancement, % at 20 µM | 100% = ROCK inhibitor wells, 0% = DMSO | AID 602274, 2012; in the data active means survival enhancement above about 18%;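 further: cells exposed to compounds for 16 hours before the ATP read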
Granule exo inh: LAMP-1 surface exposure blockers, TALL-104 cells – cell-based, flow cytometry, MLPCN library, primary screen; TALL-104 LAMP-1 surface exposure; cells stimulated with thapsigargin and PMA; inhibition, % at 10 µM; 360,000 compounds, 0.66% hits;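 active means inhibition above about 55%, limit read from the data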
aDG glyco act: activators of alpha-DG glycosylation, primary screen, uHTS, Pro5-aDG cells, AlphaScreen; alpha-DG glycosylation AlphaScreen (IIH6); 0% Pro5, 100% B10-LARGE cell signal; activation, % at 10 µM; 360,000 compounds, 0.22% hits; AID 624168, 2012;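 active means activation of at least 8% versus controls, or a plate z-score of at least 8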;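 further: Pro5 are CHO cells carrying HIG-tagged alpha-DG that lacks glycosylation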
ABCB6 inh MLPCN: ABCB6 transporter inhibitors, primary screen, K562-ABCB6 cells, flow cytometry, MLPCN library | fluorescence ratio to DMSO, % at 10 µM | K562-ABCB6 porphyrin accumulation, 1 h; hits give low values | AID 602162, 2011 | 360,000 compounds, 0.19% hits | ATP-binding cassette sub-family B member 6 (Homo sapiens), Q9NP58;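 active means fluorescence ratio to DMSO below 75%, the collection mean minus 3 SD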;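 further: signal is porphyrin accumulated inside mitochondria; 100% equals median channel fluorescence of DMSO control wells; lower ratio means ABCB6 inhibition with less porphyrin fluorescence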
ABHD5 PLIN5 PPI: ABHD5-PLIN5 interaction inhibitors, primary screen, cell lysate, split luciferase complementation, luminescence. Perilipin-5 (Homo sapiens) + 1-acylglycerol-3-phosphate O-acyltransferase ABHD5 (Homo …. Split G. princeps luciferase complementation, 4 h. inhibition, % at 4 µM. 360,000 compounds, 0.78% hits. AID 602281, 2012;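 active means inhibition above the mean inhibition across every tested compound plus 3 SD, cut at about 22% in these data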;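 further: 0% = DMSO only wells and the 100% control is not disclosed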
Target sequence (Q00G26 whole entry, looked up): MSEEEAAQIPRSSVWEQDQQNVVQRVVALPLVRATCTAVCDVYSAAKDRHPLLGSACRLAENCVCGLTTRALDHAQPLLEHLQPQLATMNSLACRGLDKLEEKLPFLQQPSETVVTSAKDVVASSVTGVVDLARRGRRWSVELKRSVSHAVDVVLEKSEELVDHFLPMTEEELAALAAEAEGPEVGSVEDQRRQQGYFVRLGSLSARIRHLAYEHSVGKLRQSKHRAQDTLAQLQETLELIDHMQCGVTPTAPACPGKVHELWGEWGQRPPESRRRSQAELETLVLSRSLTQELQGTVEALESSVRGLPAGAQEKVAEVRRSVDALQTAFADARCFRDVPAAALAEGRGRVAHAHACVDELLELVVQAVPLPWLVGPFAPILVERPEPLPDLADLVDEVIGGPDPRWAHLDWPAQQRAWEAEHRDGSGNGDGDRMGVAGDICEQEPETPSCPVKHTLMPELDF
Target sequence (Q8WTS1 whole entry, looked up): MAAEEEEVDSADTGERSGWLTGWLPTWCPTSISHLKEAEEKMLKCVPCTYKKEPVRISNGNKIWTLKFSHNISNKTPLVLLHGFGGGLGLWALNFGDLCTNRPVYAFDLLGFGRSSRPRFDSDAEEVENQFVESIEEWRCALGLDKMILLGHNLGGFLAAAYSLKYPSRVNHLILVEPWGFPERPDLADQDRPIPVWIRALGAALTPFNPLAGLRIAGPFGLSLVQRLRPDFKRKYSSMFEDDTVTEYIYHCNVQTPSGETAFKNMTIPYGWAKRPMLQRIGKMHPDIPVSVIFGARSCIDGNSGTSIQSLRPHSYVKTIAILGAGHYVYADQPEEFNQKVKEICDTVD
* hit, by the source's call; . = no result given; & = joins results of further samples.

Molecule	MC4R ag barr	m5-HT2A agonist	MC4R antagonist	Cardio protect	N-glyco inh	iPSC survival up	Granule exo inh	aDG glyco act	ABCB6 inh MLPCN	ABHD5 PLIN5 PPI
COCc1cc(CN2CCCC(CNC(=O)c3ccc(F)cc3)C2)ccc1OC (stereo not drawn)	-0.4	1	7	10	0	0.0	7	-0.1	97	4
O=C(CNC(=O)c1ccccc1)OCC(=O)N1N=C(c2ccc(Cl)cc2)CC1c1ccco1 (stereo not drawn)	-1.9	1	2	0	1	-1.8	16	0.5	86	3
Cc1cc(N2CCC(N(C)C3CCCC3)CC2)nc2cc(O)ccc12	1.0	1	3	11	-2	-2.5	3	0.0	96	4
CCOc1ccccc1NC(=O)CN(C)S(=O)(=O)c1ccc(OC)c(C)c1	3.6	1	18	2	1	0.3	-4	0.0	93	-2
O=C(Cn1c(=O)c2c(ncn2Cc2ccccc2)n(Cc2ccccc2)c1=O)N1CCc2ccccc21	-1.9	-3	15	2	3	0.3	-2	-0.5	99	5
O=C(CSc1nc2c(cnn2-c2ccccc2)c(=O)[nH]1)NCC1CCCO1 (stereo not drawn)	-1.8	0	-6	-2	1	2.3	-2	0.1	94	-6
CC1=CC(C)(C)NC(=S)N1c1cccc(C)c1	0.1&0.7	-1&-1	3&17	1&-1	-1&2	-0.4&7.5	0&-5	0.3&-0.1	96&94	-4&-12
CCN1C(=O)[C@H]2[C@@H](c3ccc(C)cc3)N3C(=O)N(c4cccc(C)c4)C(=O)[C@@]3(Cc3ccccc3)[C@H]2C1=O	-1.3	1	8	-2	14	-1.9	-4	0.5	98	-8
CC(C)C(=O)NC(=S)Nc1ccccn1	-1.4	2	-1	-7	0	-2.4	1	-0.1	88	-2
COc1cc(S(=O)(=O)N2CCN(Cc3ccc4c(c3)OCO4)CC2)c(C)cc1C	2.0	-3	0	-6	-3	-3.5	0	0.0	105	-6
CCCCn1c(N)c(N(CCOC)C(=O)CCNC(=O)c2ccccc2Cl)c(=O)[nH]c1=O	-2.5	6	14	-3	0	-0.5	-4	0.0	98	-3
CCOC(=O)C1CCCN(C(=S)NC2CCCC2)C1 (stereo not drawn)	-1.6	7	7	-2	0	-1.5	1	0.3	104	1
CC1CCN(Cc2ccc(-c3nn[nH]n3)cc2)CC1	1.6	0	12	8	2	1.4	-1	-0.1	105	3
Cc1ccccc1-c1nnc(-c2ccc(Cl)cc2)o1	2.0	5	7	-7	-4	-1.1	-4	0.3	90	-9
Cn1cc(C(=O)NCc2cccs2)c(=O)c2cc(S(=O)(=O)N3CCCC3)ccc21	-1.4	-4	20	3	1	0.4	-4	-0.7	101	-1

Additional entries.
Molecule	MC4R ag barr	m5-HT2A agonist	MC4R antagonist	Cardio protect	N-glyco inh	iPSC survival up	Granule exo inh	aDG glyco act	ABCB6 inh MLPCN	ABHD5 PLIN5 PPI
CCN(CC)c1ncnc2c1nnn2C	2.4	2	0	-2	4	-1.7	-2	-0.2	98	8
COc1ccc(S(=O)(=O)N2CCOCC2)cc1NC(=O)/C=C/c1ccccc1	-3.4	-7	-8	17	2	-0.6	-2	-0.4	101	-2
COc1ccc(S(=O)(=O)CCC(=O)NCCc2ccc(C)cc2)cc1	-0.3	-2	-1	0	1	0.3	-1	-0.1	102	0
CN(CCCCOc1ccc(F)cc1)Cc1ccccc1	-2.0	-4	10	4	-2	-0.7	31	-0.1	98	4
C#CCNC(=O)C[C@@H]1C[C@@]2(C(=O)OCC)CCC=C2N(CCC2=CCCCC2)C1=O	.	6	.	.	.	-0.1	-4	-0.3	91	-1
Cc1ccc(/C=C(\NC(=O)c2ccccc2)C(=O)N2CCCCC2)cc1	-0.4	-2	0	2	1	-0.3	3	-0.1	99	0
CCOc1ccccc1C(=O)NC1CCN(Cc2nnnn2C2CCCC2)CC1	-0.2	-1	-3	1	0	0.5	-4	0.3	86	3
Cc1ccc(S(=O)(=O)N2C[C@@H](C)[C@]3(C2)[C@H](O)[C@H](OC(=O)NCc2ccccc2F)C[C@H]2C(=O)N(c4ccccc4)C(=O)[C@H]23)cc1	-1.3	-4	11	-4	-3	0.7	17	0.1	98	6
CC(C)n1c(C(F)(F)F)nc2cc(C(=O)N3CCCCC3)ccc21	4.0	4	-3	-4	-1	0.3	-6	0.0	100	5
CSCCC(NC(=O)c1ccccc1)C(=O)Nc1ccc(C)cc1 (stereo not drawn)	-0.5	1	7	-6	-2	0.3	3	0.2	96	1
CC(CN1CCCCC1)OC(=O)c1ccc2c(c1)OCO2 (stereo not drawn)	-0.5	-4	2	1	-3	1.8	-3	0.0	118	1
COc1ccccc1-c1csc(C(C)(NC(C)=O)c2ccccc2)n1 (stereo not drawn)	0.2	-4	3	6	-3	4.3	3	-0.3	97	2
CC1(C)CCC(=O)N(c2ccc(OC(F)(F)F)cc2)C1=O	-2.6	7	3	0	1	-0.1	-9	0.0	96	3
Cc1cccc(CC(=O)NCC2CCCCC2)c1	-1.1	4	3	8	0	0.3	-8	0.1	96	-1
CC1CN(c2nc3c(c(=O)n(Cc4ccc(Cl)cc4)c(=O)n3C)n2C)CC(C)O1 (stereo not drawn)	2.4	1	6	-4	2	-2.9	1	0.5	91	5

Looked up by compound from the entries so far:
Molecule	MC4R ag barr	m5-HT2A agonist	MC4R antagonist	Cardio protect	N-glyco inh	iPSC survival up	Granule exo inh	aDG glyco act	ABCB6 inh MLPCN	ABHD5 PLIN5 PPI
O=C(CNC(=O)c1ccccc1)OCC(=O)N1N=C(c2ccc(Cl)cc2)CC1c1ccco1 (stereo not drawn)	-1.9	1	2	0	1	-1.8	16	0.5	86	3
CC1CN(c2nc3c(c(=O)n(Cc4ccc(Cl)cc4)c(=O)n3C)n2C)CC(C)O1 (stereo not drawn)	2.4	1	6	-4	2	-2.9	1	0.5	91	5
Cc1cccc(CC(=O)NCC2CCCCC2)c1	-1.1	4	3	8	0	0.3	-8	0.1	96	-1
CCOc1ccccc1C(=O)NC1CCN(Cc2nnnn2C2CCCC2)CC1	-0.2	-1	-3	1	0	0.5	-4	0.3	86	3
CCOc1ccccc1NC(=O)CN(C)S(=O)(=O)c1ccc(OC)c(C)c1	3.6	1	18	2	1	0.3	-4	0.0	93	-2
COc1cc(S(=O)(=O)N2CCN(Cc3ccc4c(c3)OCO4)CC2)c(C)cc1C	2.0	-3	0	-6	-3	-3.5	0	0.0	105	-6
Cc1ccc(S(=O)(=O)N2C[C@@H](C)[C@]3(C2)[C@H](O)[C@H](OC(=O)NCc2ccccc2F)C[C@H]2C(=O)N(c4ccccc4)C(=O)[C@H]23)cc1	-1.3	-4	11	-4	-3	0.7	17	0.1	98	6

Following part
Molecule	MC4R ag barr	m5-HT2A agonist	MC4R antagonist	Cardio protect	N-glyco inh	iPSC survival up	Granule exo inh	aDG glyco act	ABCB6 inh MLPCN	ABHD5 PLIN5 PPI
CCOC(=O)C1(Cc2cccc(OC)c2)CCN(Cc2cnc(SC)nc2)CC1	-1.2	3	4	-3	0	0.5	1	0.1	95	1
CCc1ccccc1N1CC(C(=O)Nc2nccs2)CC1=O (stereo not drawn)	1.3	-6	16	2	1	0.7	-13	-0.1	97	1
O=C(Nc1sc(-c2ccccc2)cc1C(=O)O)c1ccccc1	-3.1	7	3	0	5	0.9	8	0.0	94	-2
CCn1c(=O)c(NC(=O)c2ccccc2)c2n(c1=S)CCCCC2	-1.8	-3	0	-6	1	0.2	0	0.0	106	2
CCOc1ccccc1NC(=O)c1ccccc1N(C)S(C)(=O)=O	0.2	-13	12	3	3	-5.8	1	-0.1	100	5
Cc1occc1C(=O)NCc1nc(-c2ccc(Cl)cc2)no1	-1.7	-1	1	-7	-2	0.0	3	0.1	79	4
CC(C)(C)c1cc(CCC(=O)NCc2ccncc2)cc(C(C)(C)C)c1O	-2.6	4	13	4	0	-0.5	4	0.3	97	-5
CC(C)Oc1ccc(C(=O)NC(=S)Nc2ccc(CN3CCOCC3)cc2)cc1	1.4	2	15	-1	3	-2.3	-1	0.2	100	1
Cc1ccc(S(=O)(=O)NCC(=O)N(CC(=O)NC(C)(C)C)Cc2cccs2)cc1	-2.2	0	6	-4	0	-1.3	6	-0.2	98	0
Cc1[nH]c(=O)[nH]c(=O)c1Cc1cccc2ccccc12	2.0	-2	15	1	1	1.5	-3	-0.3	94	-4
COC(=O)N1c2ccccc2C=Cc2ccccc21	0.3	-4	28	14	-4	-0.7	-1	0.0	98	-5
O=C(CSc1nnc(-c2ccccc2)n1-c1ccc(Cl)cc1)N/N=C/c1ccccc1C(=O)O	-1.7	2	10	-1	-2	-0.4	-3	0.0	100	0
Cc1ccc(CS(=O)Cc2ccc(C(=O)NCc3ccccc3)o2)cc1 (stereo not drawn)	-2.5	0	5	-3	1	0.0	-2	-0.3	100	-4
O=C(OCc1cn([C@@H]2CN(CC3CCCCC3)[C@@H](c3ccc(Cl)cc3)C[C@H]2O)nn1)c1ccccc1	4.5	2	2	1	1	-0.4	-1	0.0	99	-1
Cc1ccc(C)c(C(C)NC(=O)c2ccc(Br)o2)c1 (stereo not drawn)	0.4	4	5	-3	-1	2.1	-4	-0.1	107	10

The results go on:
Molecule	MC4R ag barr	m5-HT2A agonist	MC4R antagonist	Cardio protect	N-glyco inh	iPSC survival up	Granule exo inh	aDG glyco act	ABCB6 inh MLPCN	ABHD5 PLIN5 PPI
O=c1[nH]c2cc(Cl)ccc2n1-c1ccccc1	-1.8	-2	4	-6	5	-2.2	0	0.2	.	3
C=C1C2(C(=O)Nc3nccs3)CCC(C2)C1(C)C (stereo not drawn)	1.5	-1	2	4	-2	0.0	5	0.6	97	-4
CC(C)(C)C(=O)NC(=S)Nc1ccccc1C(=O)Nc1ccccc1	0.7	2	9	8	2	-1.7	-2	1.8	99	6
CC(CN1C(C)CCCC1C)OC(=O)c1ccc(F)cc1 (stereo not drawn)	-2.0	9	2	-2	1	0.1	-1	-0.1	101	8
O=S(=O)(c1ccsc1)N1CC=C(c2ccccc2)CC1	1.1	14	5	-7	-1	0.3	4	-0.3	97	4
COc1ccc(C(=O)Nc2ccnn2C2CCN(Cc3cnn(C)c3)CC2)cc1	0.5	-5	9	0	0	-0.5	5	-0.1	102	-3
CCOc1ccc(S(=O)(=O)N2CCC(C(=O)Nc3cc(S(C)(=O)=O)ccc3Cl)CC2)cc1	1.1	5	7	-2	4	0.0	-2	-0.2	97	-7
